Sm TGR block: blocks Schistosoma mansoni thioredoxin glutathione reductase; Q962Y6; purified TGR, DTNB reduction, TNB absorbance 405 nm; Potency, µM (doses to about 114 µM), for the others: at the highest dose activity change, negative = inhibition, most hits filed as inhibitors; 360,000 tested, 3% active; AID 485364; note: potency is the fitted concentration of half-maximal effect; nearly all actives have a fitted effect of over 60% in size
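TGR 20 nM + NADPH 100 uM (dispensed conc.), cpd preinc 15 min RT; start with NADPH (500 uM addition) then DTNB (15 mM addition). Kinetic TNB absorbance, 405 nm filter. Four-parameter Hill fit across titration.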
HCMV antiviral: inhibitors of human cytomegalovirus; HFF cells, HCMV-luciferase reporter, 72 h; active compounds read low; activity change, negative = inhibition, % at 57.5 µM; 410,000 tested, 4.5% active; in the data active = activity change below about -60%; inconclusive = no clear call, values can overlap the other calls; inactive = above about -39%
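HFF cells seeded 16 h at 37C, treated with compounds, infected with luciferase-reporter HCMV at MOI 1 PFU/cell; luciferase read at 72 h post infection, normalized to buffer-only and Salinomycin controls.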
AMA1-RON2 inh: inhibitors of Plasmodium falciparum AMA1-RON2 interaction; AlphaScreen AMA1-biotinylated RON2 peptide binding; Potency, µM (doses to about 58.2 µM), for inactives: at the highest dose activity change, negative = inhibition, hits mostly inhibitors; 360,000 tested, 0.2% active; AID 720542;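 note: potency is the fitted concentration of half-maximal effect; 0% = vehicle wells and -100% = peptide control; nearly all actives have a fitted effect of over 45% in size; some results filed as inactive show a strong effect at the top dose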
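AMA1 (3D7) with his tag at 25 nM final met compounds first, then biotinylated RON2 peptide at 25 nM; detection used donor plus acceptor beads, 10 µg/mL apiece, read by AlphaScreen after 30 min at room temperature.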
AmpC inh detg: blocks E. coli AmpC beta-lactamase in detergent assay; P00811; AmpC hydrolysis of nitrocefin, absorbance 480 nm, 0.01% Triton; Potency, µM (doses to about 114 µM), inactives show at the top dose activity change, negative = inhibition, most hits filed as inhibitors; 370,000 tested, 0.041% active; AID 485294;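 note: potency is the fitted concentration of half-maximal effect; 0% = no-compound wells and -100% = no-enzyme wells; nearly all actives have a fitted effect of over 25% in size; some results filed as inactive show a strong effect at the top dose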
Target sequence (P00811 whole entry, looked up): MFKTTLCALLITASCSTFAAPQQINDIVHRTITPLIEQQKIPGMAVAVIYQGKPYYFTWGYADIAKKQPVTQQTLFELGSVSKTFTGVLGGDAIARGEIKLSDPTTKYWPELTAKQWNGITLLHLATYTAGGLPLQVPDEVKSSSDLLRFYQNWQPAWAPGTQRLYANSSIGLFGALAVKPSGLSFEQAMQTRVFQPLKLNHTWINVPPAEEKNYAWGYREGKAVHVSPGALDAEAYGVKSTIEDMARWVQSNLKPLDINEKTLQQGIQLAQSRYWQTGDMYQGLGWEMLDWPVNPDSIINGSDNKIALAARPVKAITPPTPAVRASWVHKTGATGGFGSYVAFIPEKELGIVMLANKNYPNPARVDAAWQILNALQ
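AmpC (5.3 nM in the dispensed reagent) in 20 mM phosphate pH 7.0 with 0.01% (detergent screen) or 0.0001% Triton X-100 was preincubated with compounds for 15 min at room temperature. Nitrocefin was then added from an 800 uM solution, and hydrolysis was followed at 480 nm.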
Giardia FBPA inh: blocks Giardia fructose-bisphosphate aldolase activity. A8B2U2. purified Giardia FBPA. Potency, µM (series often up to 59.6 µM), inactives show top-dose activity, negative = inhibition, actives largely listed as inhibitors. 290,000 tested, 0.71% active; note: potency is the fitted concentration of half-maximal effect; nearly all actives have a fitted effect of over 55% in size
Target sequence (A8B2U2 whole entry, looked up): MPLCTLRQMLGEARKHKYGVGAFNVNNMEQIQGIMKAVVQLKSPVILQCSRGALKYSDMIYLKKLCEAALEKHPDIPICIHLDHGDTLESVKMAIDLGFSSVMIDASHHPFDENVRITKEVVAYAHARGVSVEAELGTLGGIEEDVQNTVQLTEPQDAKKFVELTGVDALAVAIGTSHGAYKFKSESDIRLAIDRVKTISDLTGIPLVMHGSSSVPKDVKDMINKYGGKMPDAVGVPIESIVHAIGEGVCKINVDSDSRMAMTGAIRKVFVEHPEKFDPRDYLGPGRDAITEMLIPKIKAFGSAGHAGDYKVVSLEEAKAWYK
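Giardia FBPA (40 nM reagent) was preincubated 10 min at RT with compound (up to 57.5 uM final), then substrate plus GAPDH/TPI/NAD/arsenate coupling system with diaphorase/resazurin was added; resorufin fluorescence (525/598 nm) was read after 20 min.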
HCV inh: HCV inhibition. Huh7.5.1 HCVcc-Cre infection, luciferase reporter, 44 h. Potency, µM (titrated, usually from 41.8 µM), without a hit: at the highest dose activity change, negative = inhibition, usual class: inhibitors. 340,000 tested, 3.4% active. AID 651820; note: potency is the fitted concentration of half-maximal effect
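Antiviral activity was scored by luciferase reporter output from cells infected with HCVcc-Cre (~0.5 moi) in presence of compound, 44 h infection period, cells seeded 1,000/well 4 h prior.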
* marks the source's active call; other numbers are inactive results; ? = inconclusive; / = no result given; & = joins results of further samples; [ ] = remark or other dose. Unless noted, calls come from the whole dose curve; as a rule, active = well fitted curve in the direction sought with a large enough effect; inconclusive = small, poorly fitted or top-dose-only effect, or another doubt; inactive = no such curve, though single readings can be large; an effect the other way counts as inactive or inconclusive. Unless noted, % is set by controls: 0 for no effect and ±100 for the full control effect.

Under each structure – Sm TGR block, HCMV antiviral, Giardia FBPA inh, HCV inh, AMA1-RON2 inh, AmpC inh detg
NC(=O)C1CCN(C(=O)c2cc3c(s2)CCCCC3)CC1
  6.2%, 34.3, /, 14.8%, 2.3%[11.6 µM], 3.0%
CC(C)N1CCN(Cc2cccc3c2OCO3)CC1CCO (configuration not stated)
  -0.1%, 20.9, 1.7%, 10.2%, -3.5%, -3.9%
COc1ccccc1C(CNC(=O)c1cccc(S(=O)(=O)Nc2ccc(F)cc2)c1)N(C)C (configuration not stated)
  -7.5%, 0.0, /, ?, -1.1%, -1.4%
COc1ccc(NC(=O)C2C3C=CC4(O3)C2C(=O)N(CCN2CCCCC2C)C4C(=O)NC2CCCC(C)C2C)cc1 (configuration not stated)
  -13.4%, 74.3, -3.0%, ?, -10.1%, -14.1%
Cc1cccc(OCCn2cccc2/C=C2/C(=O)NC(=O)N(Cc3ccco3)C2=O)c1
  3.98µM*, 21.2, -2.2%, -6.9%, ?, -6.9%
Cc1ccc(NC(=O)Cn2nc(C(=O)O)c3ccccc3c2=O)cc1S(=O)(=O)N1CCOCC1
  2.3%, -31.0, /, 8.8%, -0.7%, 6.7%
Cc1ccc(-c2nnn(CC(=O)N(CC3CCCO3)C(C(=O)NC3CCCC3)c3ccc(F)cc3)n2)o1 (configuration not stated)
  6.1%, -18.3, -1.7%, -8.8%, 0.6%, 2.1%
COc1ccc(CCNC(=O)Cn2c(=O)n(CCCC(=O)NCc3ccco3)c(=O)c3sccc32)cc1OC
  4.2%, -39.9, -1.5%, -20.5%, -5.0%, -6.5%
CC[C@]12C(=O)N(C)C[C@H]([C@@H]3C(=O)N(C)C(=O)[C@@H]31)N2C(=O)c1ccc(C(F)(F)F)cc1
  /, -6.9, /, 15.4%, -6.0%, /
Cn1nc(-c2ccc(C(=O)Nc3cccnc3)cc2)c2ccccc2c1=O
  -34.3%, -38.4, -25.1%, -6.2%&0.5%, 9.7%, -1.3%

The results go on:
Under each structure – Sm TGR block, HCMV antiviral, Giardia FBPA inh, HCV inh, AMA1-RON2 inh, AmpC inh detg
O=C(Cn1cnc2ccccc21)OCC(=O)N1CCCCC1
  /, -29.4, /, 9.7%, 9.9%, /
Cc1ccc(CNC(=O)CCCN2C(=O)c3cccnc3Oc3ccc(Cl)cc32)cc1
  -12.9%, 0.0, /, /, /, -1.3%
Cc1ccc(S(=O)(=O)N(C)c2ccc(OCC(=O)Nc3nnc(C4CC4)s3)cc2)cc1
  -4.2%, 2.5, 0.7%, -6.5%, 14.3%, -1.8%
O=c1[nH]cnc2sc3c(c12)CCCCC3
  -12.9%, ?, 2.0%, -21.1%, 3.5%, -2.3%
COc1cc(NC(=O)c2cccs2)c(C(=O)OCC(=O)c2cc(C)n(-c3ccc(F)cc3)c2C)cc1OC
  -12.3%, -21.9, 5.6%, -13.9%, 11.7%, ?
CC1CN(C(=O)c2cc3cc(F)ccc3[nH]2)CC(C)O1 (configuration not stated)
  4.5%, 37.1, 2.1%, 0.6%, -7.0%, -0.9%
FC(F)(F)c1ccccc1NC(=S)NN1CCOCC1
  -1.8%, 20.4, -0.3%, 5.1%, 16.3%, ?
Cc1ccc(N(CC(=O)NC2CCCCC2)S(=O)(=O)c2c(C)nn(C)c2C)cc1
  2.2%, -22.7, 1.3%, -6.4%, -1.8%, -1.6%
CCOC(=O)c1ccc(N2C(=O)c3n[nH]c(-c4cccs4)c3C2c2ccc(C)cc2)cc1 (configuration not stated)
  -4.6%, 2.7, /, /, /, 2.4%
CC(C)c1ccc(-n2ccnc2SCC(=O)O)cc1
  11.1%, -35.4, 10.7%, 24.6%, -3.4%, 1.0%

(cont.)
Under each structure – Sm TGR block, HCMV antiviral, Giardia FBPA inh, HCV inh, AMA1-RON2 inh, AmpC inh detg
CC(=O)N1c2ccc(S(=O)(=O)NCC3CCC(C(=O)Nc4ccc(C)cn4)CC3)cc2CC1C (configuration not stated)
  4.4%, -62.5*, /, ?, -5.6%, 2.1%
N#Cc1ccc(NC(=S)NC(=O)CCc2ccc(S(=O)(=O)N3CCOCC3)cc2)cc1
  4.9%, -38.1, -8.7%, 11.7%, 21.6%, ?
Cc1ccc([N+](=O)[O-])c(Oc2ncnc3c2oc2ccccc23)c1
  2.3%, 18.2, /, /, /, -9.0%
Cc1[nH]c(-c2ccc(F)cc2)cc1C(=O)N1CCN(c2cccc(Cl)c2)CC1
  -0.1%, 10.5, 4.3%, ?, -23.8%, -2.0%
COc1ccccc1NC(=O)/C(=C\c1cccnc1)NC(=O)c1ccc(C)cc1
  2.8%, -38.7, 7.2%, 6.4%, 3.5%, 4.9%
O=C(COc1ccc(-n2cnnn2)cc1)NC(=O)NCc1ccccc1
  ?, -6.7, 0.2%, 16.0%, 11.9%, -1.5%
Cc1ccc(C(=O)C(C)OC(=O)Cc2n[nH]c(=O)c3ccccc23)cc1 (configuration not stated)
  -3.8%, -20.6, /, ?, -5.2%, -17.8%
O=C(NCc1cccnc1)c1ccc2c(=O)n(CCCN3CCCC3=O)c(=S)[nH]c2c1
  7.7%, 14.9, -11.9%, -18.2%, 32.7%[activator], ?
CN(CC(=O)Nc1cccc(F)c1)C(=O)CC1CCCC1
  -12.8%, -27.3, /, -6.1%, -6.9%, ?
COc1cc2c3nnc(-c4ccccc4)c-3cn(Cc3ccccc3F)c2cc1OC
  7.3%, -97.3*, -0.2%, ?, -12.5%, 3.3%

(more compounds)
Under each structure – Sm TGR block, HCMV antiviral, Giardia FBPA inh, HCV inh, AMA1-RON2 inh, AmpC inh detg
Cc1ccc2c(c1)N(C(=O)CCC(=O)NCCCN1CCC(Cc3ccccc3)CC1)CCO2
  -10.4%, ?, -18.8%, ?, -3.3%, ?
CN(C(=O)COC(=O)C(C)(C)Oc1ccc(Cl)cc1)c1c(N)n(Cc2ccccc2)c(=O)[nH]c1=O
  -1.6%, 4.4, /, -5.6%, -14.7%, ?
COc1ccc(NS(=O)(=O)c2ccc(NS(=O)(=O)c3ccc(SC)cc3)cc2)c(OC)c1
  -21.4%, -2.5, 8.1%, -22.7%, -20.2%, 3.0%
Cn1c(=O)c2[nH]c(CNc3ccc(C(=O)O)cc3)nc2n(C)c1=O
  -6.4%, 40.0, ?, -3.1%, 45.7%[activator], -0.7%
Cc1ccc(S(=O)(=O)N2CCC(C(=O)OCC(=O)NCc3ccco3)CC2)cc1C
  -19.5%, -14.8, /, 23.5%, -28.4%, ?
CN(CCc1ccccn1)S(=O)(=O)c1ccccc1F
  4.5%, 7.8, 18.5%, 16.0%, 47.2%[activator], ?
COc1ccc(C2(CNC(=O)C(=O)Nc3ccc(C)c(Cl)c3)CCCC2)cc1OC
  -2.9%, -0.1, /, /, /, 0.1%
CC(Sc1nnc2c(n1)C1(C)CCC2C1(C)C)C(=O)Nc1ccccc1 (configuration not stated)
  -2.4%, -11.9, 5.2%, -21.2%, -12.8%, -9.9%
CC(C)(C)SCCNC(=O)CN(c1ccccc1)S(=O)(=O)c1ccc(F)cc1
  -9.7%, 1.8, 2.1%, 7.9%, -24.2%, 0.6%
CN(C)CCCNCC(=O)Nc1ccccc1N1CCOCC1
  -4.5%, 43.3, ?, 7.7%, 9.6%, ?

New compounds follow.
Under each structure – Sm TGR block, HCMV antiviral, Giardia FBPA inh, HCV inh, AMA1-RON2 inh, AmpC inh detg
COc1cccc(CC(=O)OCC(=O)NC(=O)c2ccc(OC(F)F)cc2)c1
  0.3%, -17.7, /, 1.9%, 4.2%, -7.9%
Cc1ccc(SCC(=O)Nc2nnc(-c3ccco3)o2)cc1
  -9.3%, -6.9, /, 3.9%[8.37 µM], 34.1%[activator], ?
Cc1ccc(SCCNC(=O)/C=C/c2ccc(Cl)cc2)cc1
  -1.4%, 43.7, -5.8%, 15.0%, 18.0%, -1.1%
COc1ccc(OC)c(C(=O)NC(CC(N)=O)c2ccc(N3CCN(c4ccc(F)cc4)CC3)c([N+](=O)[O-])c2)c1 (configuration not stated)
  0.5%, 8.6, 0.9%, -28.4%, 25.3%, -16.9%
CCCCNC(=O)NS(=O)(=O)c1ccc(C(=O)OC)o1
  -10.1%, -6.6, 6.7%, 17.1%, 12.2%, -2.7%
CCOc1cc(/C=N/Nc2nc(N3CCCCC3)nc(N3CCCCC3)n2)ccc1OC(=O)c1ccco1
  -0.7%, -27.5, -7.5%, ?, 0.5%, 2.9%
O=C1CC/C=C\C[C@@H](CC(=O)N(CCO)Cc2ccccc2)C(=O)N[C@H](Cc2c[nH]c3ccccc23)CO1
  /, 7.9, /, 22.7%, -7.8%, /
CC(=O)N1CCN(CCN=Cc2c(O)n(-c3ccc(C)cc3)c(=S)[nH]c2=O)CC1
  ?, 29.8, ?, 6.5%, 67.5%[activator], -17.7%
O=C(CNC(=O)c1ccco1)N=Nc1c(O)[nH]c2ccc([N+](=O)[O-])cc12
  0.4%, 30.5, -24.5%, -3.9%, 26.8%, ?
COc1ccc(-c2ncc3ccccn23)cc1
  -30.9%, 36.1, -25.5%, -17.0%, -1.3%, 2.3%

3 structures already listed, arranged by length of the SMILES, falling.
Under each structure – Sm TGR block, HCMV antiviral, Giardia FBPA inh, HCV inh, AMA1-RON2 inh, AmpC inh detg
O=C1CC/C=C\C[C@@H](CC(=O)N(CCO)Cc2ccccc2)C(=O)N[C@H](Cc2c[nH]c3ccccc23)CO1
  /, 7.9, /, 22.7%, -7.8%, /
CC(=O)N1CCN(CCN=Cc2c(O)n(-c3ccc(C)cc3)c(=S)[nH]c2=O)CC1
  ?, 29.8, ?, 6.5%, 67.5%[activator], -17.7%
Cc1ccc(SCC(=O)Nc2nnc(-c3ccco3)o2)cc1
  -9.3%, -6.9, /, 3.9%[8.37 µM], 34.1%[activator], ?

Additional entries
Under each structure – Sm TGR block, HCMV antiviral, Giardia FBPA inh, HCV inh, AMA1-RON2 inh, AmpC inh detg
COc1ccc(NC(=O)Cn2c(C)cc3ccccc3c2=O)c(OC)c1
  -0.5%, 17.6, /, /, /, 1.7%
O=C(O)c1ccc2nc(-c3cc4cc(F)ccc4oc3=O)[nH]c2c1
  1.0%, 45.0, /, /, /, 4.7%
Cc1cc2nc(N3CCN(C(=O)c4cccs4)CC3)sc2cc1C
  -4.0%, -30.7, /, ?, -0.9%, -17.8%
C[C@H](CO)N1C[C@H](C)[C@@H](CN(C)S(=O)(=O)c2ccc(F)cc2)Oc2ccc(NC(=O)c3ccncc3)cc2C1=O
  /, -15.5, /, 13.5%, 5.3%, /
COc1cccc(NC(=O)CSc2nnc(Cn3cnc([N+](=O)[O-])n3)n2C)c1
  6.1%, -25.4, -7.3%, 30.7%[activator], -0.5%, -10.4%
Cc1c(NS(=O)(=O)c2cccc(C(=O)N3CCCC3)c2)c(=O)n(-c2ccccc2)n1C
  /, -28.8, /, -8.4%, 10.9%, /
O=[N+]([O-])c1cc2c(cc1/C=N/n1c(-c3ccccc3)n[nH]c1=S)OCO2
  9.0%, -100.0*, 5.4%, -2.2%, 47.9%[activator], 0.2%
C=CCn1c(O)c(/C=C2\C=NN=C2c2ccccc2)sc1=S
  6.5%, -29.0, -3.4%, ?, -8.0%, 2.3%
COc1ccccc1NC(=O)C(=N\O)/C(C)=N/O
  -6.1%, -17.7, -8.3%, 18.6%, 58.8%[activator], -6.0%
COc1ccc(C(=O)NC2CC(C)(C)Cc3c2cnn3-c2ccccc2)cc1OC (configuration not stated)
  -3.9%, -33.6, /, ?, -1.3%, ?

Screens deposited in PubChem BioAssay by National Center for Advancing Translational Sciences (NCATS).
